hcDAF-12 act: activators of H. contortus DAF-12 nuclear receptor | HEK293 hcDAF-12 lit1-tk-luc reporter, luminescence; 0% DMSO, 100% Δ7-dafachronic acid | activation, % at 6.8 µM | 1.4% of 370,000 active | AID 652067;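 active = activation above the mean of all tested compounds plus 3 SD, cut at about 5.5% in these data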;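 also: 100% = response to 3 µM Δ7-dafachronic acid high control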
DAX1 inh-1: inhibitors of human orphan nuclear receptor DAX1 (NR0B1). P51843. HEK293 Gal4-DAX1 luciferase reporter, luminescence. inhibition, % at 6.75 µM. 0.99% of 340,000 active. AID 504766;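 active = inhibition above the mean over all tested compounds plus 3 SD, cut at about 4.2% in these data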;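 also: 0% = DAX1-transfected cells with DMSO and 100% = empty-vector control cells with DMSO; inhibition shows as a rise in luminescence from relieved DAX1 repression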
Target sequence (P51843 207-470 limits assumed): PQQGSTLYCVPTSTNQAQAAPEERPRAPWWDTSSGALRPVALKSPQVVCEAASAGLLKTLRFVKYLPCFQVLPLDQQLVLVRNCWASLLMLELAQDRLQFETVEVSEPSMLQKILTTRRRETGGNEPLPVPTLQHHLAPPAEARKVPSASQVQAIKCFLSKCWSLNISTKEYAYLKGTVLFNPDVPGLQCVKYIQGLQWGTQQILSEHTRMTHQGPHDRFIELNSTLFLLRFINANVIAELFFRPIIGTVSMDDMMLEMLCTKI
ADAM10 inh: inhibits human ADAM10. recombinant ADAM10, EDANS/DABCYL FRET peptide cleavage, 3 h. inhibition, % at 7 µM. 0.62% of 370,000 active;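 active = inhibition above a per-campaign cutoff equal to the mean of compounds falling between control-based bounds plus 3 SD, cut at about 20% in these data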;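 also: 0% = DMSO wells while the 100% control is not disclosed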
hgDAF-12 ag: activates the H. glycines DAF-12 receptor ligand-binding domain; AID 687014; HEK293 GAL4-hgDAF12 UAS-luciferase reporter, agonist luminescence; normalized to butyrate control; 1.8% of 370,000 active; activation, % at 6.8 µM;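 active = activation above a cutoff set at the mean of all screened compounds plus 3 SD, cut at about 10% in these data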;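 also: 0% = DMSO wells and 100% = sodium butyrate wells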
ADAM17 inh: ADAM17 inhibition, QFRET primary screen. P78536. recombinant ADAM17, EDANS/DABCYL FRET peptide cleavage. inhibition, % at 6.95 µM. 0.83% of 370,000 active. AID 720648;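 active = inhibition above the mean of compounds lying between control limits plus 3 SD, set per campaign, cut at about 8.5% in these data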;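 also: 0% = DMSO-only wells as the low control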
PLC-beta3 inh: blocks human PLC-beta3 enzyme activity; Q01970; Purified PLC-beta3, fluorogenic substrate, fluorescence; inhibition, % at 12.2 µM; 0.18% of 370,000 active; AID 720704; in the data active = inhibition above about 11%;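 also: 0% = median of compound wells on plate and 100% = full blocker control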
sPLA2-III inh: Blocks human group III sPLA2 activity | Q9NZ20 | AID 743126 | inhibition, % at 12.2 µM | QFRET BODIPY PC-A2 liposome hydrolysis, fluorescence | 0.56% of 370,000 active;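 active = inhibition above mean plus 3 SD of compounds lying within the high and low control bounds, cut at about 19% in these data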;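 also: 0% = median of test compound wells and 100% = no enzyme DMSO wells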
Target sequence (Q9NZ20 whole entry, looked up): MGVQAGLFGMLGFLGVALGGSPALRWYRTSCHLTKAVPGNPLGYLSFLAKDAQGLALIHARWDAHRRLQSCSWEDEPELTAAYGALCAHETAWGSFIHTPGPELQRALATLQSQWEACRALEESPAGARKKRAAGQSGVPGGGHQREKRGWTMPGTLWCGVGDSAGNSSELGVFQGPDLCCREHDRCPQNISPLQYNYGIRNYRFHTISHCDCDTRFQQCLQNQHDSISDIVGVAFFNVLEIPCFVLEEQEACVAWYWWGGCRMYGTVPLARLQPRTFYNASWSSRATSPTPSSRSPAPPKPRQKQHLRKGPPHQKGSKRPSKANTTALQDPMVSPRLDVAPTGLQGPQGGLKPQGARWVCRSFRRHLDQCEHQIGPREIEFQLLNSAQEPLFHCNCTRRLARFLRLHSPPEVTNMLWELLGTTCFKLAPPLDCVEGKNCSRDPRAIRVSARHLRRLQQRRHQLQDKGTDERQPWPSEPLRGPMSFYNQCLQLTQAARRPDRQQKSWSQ
DAX1 inh-2: inhibitors of DAX1 repression of SF-1 activated StAR promoter. AID 652010. inhibition, % at 6.8 µM. HEK293T StAR-luciferase reporter, SF-1/DAX-1 repression relief. 1.1% of 370,000 active;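 active = inhibition above the mean over all tested compounds plus 3 SD, cut at about 3.6% in these data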;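 also: 0% = DAX-1 cells with DMSO and 100% = cells lacking DAX-1 with DMSO; higher inhibition means more luminescence from relief of DAX-1 repression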
FXN GAA850 act: increases GAA850 frataxin promoter reporter activity. 0.56% of 360,000 active. HEK293 lucGAA850 FXN promoter luciferase reporter, 24 h; percent of 10 µM SAHA response. AID 540364. activation, % at 6 µM;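 active = activation above the average of all compounds screened plus 3 SD, cutoff fixed separately per campaign, cut at about 7.5% in these data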;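 also: 0% = DMSO wells and 100% = 10 µM SAHA wells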
PLCg1 inh: blocks human PLC-gamma1 enzyme activity | inhibition, % at 12.2 µM | AID 720700 | purified PLC-gamma1, fluorogenic substrate, fluorescence | P19174 | 0.84% of 370,000 active; in the data active = inhibition above about 9.5%
ssDAF12 agonist: activators of S. stercoralis DAF-12 nuclear receptor. 1% of 370,000 active. activation, % at 6.8 µM. AID 652126. HEK293 ssDAF-12/GRIP1 lit1-tk-luc reporter, luminescence; % of 3 µM dafachronic acid response;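 active = activation above the mean over all tested compounds plus 3 SD, cut at about 0.9% in these data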;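 also: 0% = DMSO-only wells and 100% = 3 µM delta7-dafachronic acid wells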
An asterisk follows results filed as active.

How did Cc1ccc(-n2nc3c(c2NC(=O)c2cc4ccccc4o2)CS(=O)(=O)C3)cc1 do in these assays?
hcDAF-12 act: 2.9; DAX1 inh-1: 0.9; ADAM10 inh: -1; hgDAF-12 ag: -0.4; ADAM17 inh: -1; PLC-beta3 inh: -5; sPLA2-III inh: -22; DAX1 inh-2: -2.5; FXN GAA850 act: 3.3; PLCg1 inh: 0; ssDAF12 agonist: -1.3

Results for CC(C)N1C(=O)C2C(C(=O)NC3CCCCC3)C3C=CC2(O3)C1C(=O)NC1CCCC1 (stereo unspecified) ?
hcDAF-12 act: -0.8; DAX1 inh-1: 2.1; ADAM10 inh: -2; hgDAF-12 ag: -1.5; ADAM17 inh: -6; PLC-beta3 inh: 0; sPLA2-III inh: 3; DAX1 inh-2: -0.9; FXN GAA850 act: -1.2; PLCg1 inh: -3; ssDAF12 agonist: -1.5

Results for Cc1cc(Br)ccc1NC(=O)CCCOc1cc(=O)n(C)c2ccccc12 ?
hcDAF-12 act: -1.2; ADAM10 inh: -6; hgDAF-12 ag: -4.4; ADAM17 inh: 1; PLC-beta3 inh: 0; sPLA2-III inh: -14; DAX1 inh-2: 1.1; FXN GAA850 act: -0.4; PLCg1 inh: -3; ssDAF12 agonist: -1.4

Results for O=C(O)CN(c1ccccc1)C1SC(=O)NC1=O (stereo unspecified) ?
hcDAF-12 act: -0.8; DAX1 inh-1: 0.5; ADAM10 inh: 1; hgDAF-12 ag: 0.1; ADAM17 inh: -7; PLC-beta3 inh: -2; sPLA2-III inh: 0; DAX1 inh-2: -0.1; FXN GAA850 act: 3.3; PLCg1 inh: 0; ssDAF12 agonist: -1.1

What do the screens show for `CCOC(=O)c1c(C)[nH]c(C)c1S(=O)(=O)N1CCC(c2ccccc2)C1` (stereo unspecified)?
hcDAF-12 act: -1.2; DAX1 inh-1: 0.1; ADAM10 inh: 0; hgDAF-12 ag: -0.7; ADAM17 inh: -1; PLC-beta3 inh: -7; sPLA2-III inh: -9; DAX1 inh-2: 0.0; FXN GAA850 act: 1.8; PLCg1 inh: 1; ssDAF12 agonist: -1.2

How did Cc1cccc(/C=N/NC(=O)c2ccc(NC(=O)c3ccccc3C)cc2)n1 do in these assays?
hcDAF-12 act: 0.1; DAX1 inh-1: -2.4; ADAM10 inh: -2; hgDAF-12 ag: 0.3; ADAM17 inh: 0; PLC-beta3 inh: -6; sPLA2-III inh: -1; DAX1 inh-2: 0.3; FXN GAA850 act: 1.1; PLCg1 inh: -4; ssDAF12 agonist: -1.3

How did O=C(/C=C/c1ccc2c(c1)OCO2)N1CCCCC1 do in these assays?
hcDAF-12 act: 1.9; DAX1 inh-1: 1.7; ADAM10 inh: -31; hgDAF-12 ag: 9.4; ADAM17 inh: -17; PLC-beta3 inh: -19; sPLA2-III inh: 1; DAX1 inh-2: 0.8; FXN GAA850 act: 6.4; PLCg1 inh: -15; ssDAF12 agonist: -0.3

What do the screens show for `Cc1ccc(Cn2cccc2/C=C2/C(=N)N3C=CSC3=NC2=O)cc1`?
hcDAF-12 act: 1.7; DAX1 inh-1: -2.3; ADAM10 inh: -2; hgDAF-12 ag: -0.2; ADAM17 inh: -6; PLC-beta3 inh: -3; sPLA2-III inh: 8; DAX1 inh-2: -0.2; FXN GAA850 act: 2.5; PLCg1 inh: -3; ssDAF12 agonist: -0.7

Results for Cc1sc2ncn(CC(=O)NCCCN3CC(C)CC(C)C3)c(=O)c2c1S(=O)(=O)N1CC(C)CC(C)C1 (stereo unspecified) ?
hcDAF-12 act: -2.0; DAX1 inh-1: -0.6; ADAM10 inh: 1; hgDAF-12 ag: 0.8; ADAM17 inh: 1; PLC-beta3 inh: -1; sPLA2-III inh: -3; DAX1 inh-2: 0.5; FXN GAA850 act: 0.8; PLCg1 inh: 2; ssDAF12 agonist: -0.8

How did CCCCN1CCN=C1N(C)C do in these assays?
hcDAF-12 act: -1.8; DAX1 inh-1: 1.7; ADAM10 inh: 6; hgDAF-12 ag: 0.5; ADAM17 inh: -1; PLC-beta3 inh: 6; sPLA2-III inh: 4; DAX1 inh-2: 0.1; FXN GAA850 act: -0.2; PLCg1 inh: 1; ssDAF12 agonist: -0.6

What do the screens show for `O=C(COC(=O)c1cc2ccccc2cc1O)Nc1ccccc1F`?
hcDAF-12 act: 0.2; DAX1 inh-1: 1.4; ADAM10 inh: -13; hgDAF-12 ag: 2.8; ADAM17 inh: -6; PLC-beta3 inh: -122; sPLA2-III inh: -1; DAX1 inh-2: -0.1; FXN GAA850 act: 1.2; PLCg1 inh: -86; ssDAF12 agonist: -0.5

What do the screens show for `O=C(NCC1(c2ccccc2)CCOCC1)c1cccs1`?
hcDAF-12 act: -0.4; DAX1 inh-1: 0.3; ADAM10 inh: 2; hgDAF-12 ag: 1.3; ADAM17 inh: -2; PLC-beta3 inh: -6; sPLA2-III inh: 4; DAX1 inh-2: 0.4; FXN GAA850 act: 1.3; PLCg1 inh: -1; ssDAF12 agonist: -1.7

Results for CCc1nc2ccc(C(=O)N3CCN(C)CC3)cn2c1N(C)CCCc1ccccc1 ?
hcDAF-12 act: -0.7; ADAM10 inh: -56; hgDAF-12 ag: 0.0; ADAM17 inh: -11; PLC-beta3 inh: -7; sPLA2-III inh: 5; DAX1 inh-2: 0.2; FXN GAA850 act: -3.2; PLCg1 inh: -3; ssDAF12 agonist: -0.2

Results for O=C(O)c1c(N2CCCCC2)ccc([N+](=O)[O-])c1N1CCCCC1 ?
hcDAF-12 act: -0.8; DAX1 inh-1: 1.2; ADAM10 inh: 3; hgDAF-12 ag: 2.3; ADAM17 inh: -1; PLC-beta3 inh: -6; sPLA2-III inh: -4; DAX1 inh-2: 0.7; FXN GAA850 act: -1.4; PLCg1 inh: 3; ssDAF12 agonist: -0.9

How did CCOC(=O)c1[nH]c(COC(=O)C2CC(=O)N(Cc3ccccc3)C2)c(C(=O)OCC)c1C (stereo unspecified) do in these assays?
hcDAF-12 act: -0.7; DAX1 inh-1: 1.4; ADAM10 inh: -1; hgDAF-12 ag: -1.8; ADAM17 inh: -2; PLC-beta3 inh: 2; sPLA2-III inh: -12; DAX1 inh-2: -0.4; FXN GAA850 act: -0.6; PLCg1 inh: 0; ssDAF12 agonist: -1.5

What do the screens show for `Cc1[nH]nc2c1C(c1ccc(F)cc1)N(Cc1ccccc1)C2=O` (stereo unspecified)?
hcDAF-12 act: 0.2; ADAM10 inh: 4; hgDAF-12 ag: 0.8; ADAM17 inh: 1; PLC-beta3 inh: -4; sPLA2-III inh: -3; DAX1 inh-2: -0.2; PLCg1 inh: 1; ssDAF12 agonist: -0.7

How did COc1ccc(OCC(=O)N/N=C/c2ccc(O[C@@H]3O[C@H](CO)[C@@H](O)[C@H](O)[C@H]3O)cc2)cc1 do in these assays?
hcDAF-12 act: 0.1; DAX1 inh-1: -0.1; ADAM10 inh: 4; hgDAF-12 ag: -2.0; ADAM17 inh: 4; PLC-beta3 inh: 5; sPLA2-III inh: 8; DAX1 inh-2: -0.5; FXN GAA850 act: -2.7; PLCg1 inh: 7; ssDAF12 agonist: -0.4

What do the screens show for `Cc1ccc(/C=C2\CC(C)CC3=C2NC(=S)NC3c2ccc(C)cc2)cc1` (stereo unspecified)?
hcDAF-12 act: -1.9; DAX1 inh-1: 1.3; ADAM10 inh: 6; hgDAF-12 ag: -2.5; ADAM17 inh: -3; PLC-beta3 inh: -12; sPLA2-III inh: 13; DAX1 inh-2: 0.2; FXN GAA850 act: 7.0; PLCg1 inh: -1; ssDAF12 agonist: -0.3

Results for Cc1c(CN2CCCC(CO)(Cc3cccc(Cl)c3)C2)cnn1C (stereo unspecified) ?
hcDAF-12 act: -1.8; DAX1 inh-1: -1.1; ADAM10 inh: 10; hgDAF-12 ag: 5.4; ADAM17 inh: -3; PLC-beta3 inh: -3; sPLA2-III inh: 5; DAX1 inh-2: 0.6; FXN GAA850 act: -1.8; PLCg1 inh: 1; ssDAF12 agonist: -1.6

How did Cc1noc(C)c1COc1ccc(C(=O)OCC(=O)N2CC(=O)Nc3ccccc32)cc1 do in these assays?
hcDAF-12 act: -1.9; DAX1 inh-1: 2.3; ADAM10 inh: -5; hgDAF-12 ag: 0.7; ADAM17 inh: -4; PLC-beta3 inh: 2; sPLA2-III inh: -15; DAX1 inh-2: -0.7; FXN GAA850 act: 0.4; PLCg1 inh: 2; ssDAF12 agonist: -1.5

Results for COC(=O)c1ccc(NC(=S)NCCC2=CCCCC2)cc1 ?
hcDAF-12 act: -4.4; DAX1 inh-1: -1.0; ADAM10 inh: 3; hgDAF-12 ag: -2.8; ADAM17 inh: -3; PLC-beta3 inh: -5; sPLA2-III inh: 1; DAX1 inh-2: -0.1; FXN GAA850 act: 0.8; PLCg1 inh: -3; ssDAF12 agonist: -2.0

What do the screens show for `Cn1c(=O)cc(OCC(=O)NCc2ccccn2)c2ccccc21`?
hcDAF-12 act: -0.9; DAX1 inh-1: -0.8; ADAM10 inh: -3; hgDAF-12 ag: 0.7; ADAM17 inh: -1; PLC-beta3 inh: 0; sPLA2-III inh: 5; DAX1 inh-2: 0.4; FXN GAA850 act: -0.6; PLCg1 inh: 1; ssDAF12 agonist: -1.5

Results for CCCn1c(COc2ccc(C(=O)O)cc2)nc2ccccc21 ?
hcDAF-12 act: -2.0; DAX1 inh-1: 0.1; ADAM10 inh: -3; hgDAF-12 ag: -3.6; ADAM17 inh: -1; PLC-beta3 inh: -9; sPLA2-III inh: -3; DAX1 inh-2: -0.5; FXN GAA850 act: 2.3; PLCg1 inh: -1; ssDAF12 agonist: -0.9

Results for COc1ccc(CNC(=O)O[C@H]2CC[C@@]34CCCN3C(=O)CCC[C@H]4[C@H]2C)cc1 ?
hcDAF-12 act: -1.4; ADAM10 inh: 4; hgDAF-12 ag: 0.4; ADAM17 inh: 3; PLC-beta3 inh: 6; sPLA2-III inh: 2; PLCg1 inh: 4; ssDAF12 agonist: -1.7

Results for O=C(CNS(=O)(=O)c1ccccc1)OCC(=O)c1ccc(Br)cc1 ?
hcDAF-12 act: -1.3; DAX1 inh-1: 0.4; ADAM10 inh: 3; hgDAF-12 ag: -0.6; ADAM17 inh: -1; PLC-beta3 inh: -3; sPLA2-III inh: 0; DAX1 inh-2: -0.2; FXN GAA850 act: -0.6; PLCg1 inh: 2; ssDAF12 agonist: -1.5

How did CC(NC(=O)COC(=O)CCN1C(=O)C2CC=CCC2C1=O)c1ccc(Br)cc1 (stereo unspecified) do in these assays?
hcDAF-12 act: 1.2; DAX1 inh-1: -0.4; ADAM10 inh: -1; hgDAF-12 ag: 3.4; ADAM17 inh: -1; PLC-beta3 inh: -5; sPLA2-III inh: -4; DAX1 inh-2: -0.6; FXN GAA850 act: -0.9; PLCg1 inh: -3; ssDAF12 agonist: -0.7

Not a hit list. Share with any hit: about 6.9%.
